Compound activity (PubChem)
hcGAS inh: blocks human cGAS activity; 0.081% of 290,000 active; inhibition, % at 12.5 µM; AID 1259398; recombinant h-cGAS, ATP depletion, Kinase-Glo luminescence; Q8N884;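 further: 0% = vehicle reaction and 100% = reaction without DNA for no activity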
Target sequence (Q8N884 whole entry, looked up): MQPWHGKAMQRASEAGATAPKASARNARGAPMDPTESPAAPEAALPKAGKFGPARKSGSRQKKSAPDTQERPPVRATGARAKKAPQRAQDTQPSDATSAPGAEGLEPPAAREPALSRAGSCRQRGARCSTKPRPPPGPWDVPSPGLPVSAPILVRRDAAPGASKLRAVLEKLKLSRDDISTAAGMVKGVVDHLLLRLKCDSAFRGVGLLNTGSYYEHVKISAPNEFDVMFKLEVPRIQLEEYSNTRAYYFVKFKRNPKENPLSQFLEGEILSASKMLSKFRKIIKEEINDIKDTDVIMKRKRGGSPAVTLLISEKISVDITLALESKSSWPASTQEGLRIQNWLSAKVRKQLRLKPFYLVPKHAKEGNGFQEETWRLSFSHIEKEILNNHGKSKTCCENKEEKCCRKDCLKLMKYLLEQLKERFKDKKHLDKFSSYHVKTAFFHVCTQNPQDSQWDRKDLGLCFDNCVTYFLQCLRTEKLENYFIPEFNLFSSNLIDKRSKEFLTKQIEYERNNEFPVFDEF
mcGAS lum: mouse cGAS inhibition by luminescence. Q8C6L5. recombinant cGAS, Kinase-Glo ATP depletion luminescence. inhibition, % at 12.5 µM. 0.15% of 160,000 active. AID 1259399;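 further: 0% = negative control wells and 100% = reference inhibitor with no enzyme activity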
NPYLR7 agonist: activates Aedes aegypti NPYLR7 receptor; HEK293T NPYLR7/Galpha15, GCaMP6s calcium fluorescence; activation, % at 10 µM; 0.15% of 270,000 active; AID 1259423; in the data active means activation above about 40%;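 further: 0% = vehicle and 100% = reference agonist at the receptor; some compounds past the cut are filed as inactive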
* marks the source's active call; other numbers are inactive results; . = not tested or not shown; & = joins results of further samples. Unless noted, no stated cut-off is given here; in the data, active means inhibition above about 40%; inactive means the rest. Compounds as they come. Share with any hit: about 0.27%.

Value order: NPYLR7 agonist	hcGAS inh	mcGAS lum
CSc1nnc(CSc2nc(C)cc(C)n2)n1C
    5.3	2.4	-4.3
Cc1ccc(-c2ccc(=O)n(CCCNC(=O)COc3ccccc3F)n2)cc1
    -1.5	-1.7	.
COCc1cc(C)nc(OCC(=O)N/N=C\c2ccc(Cl)cc2Cl)c1C#N
    -4.0	-3.2	-4.2
COc1cn(CC(=O)Nc2c(C)cc(C)cc2C)c(CSc2nc(C)cc(C)n2)cc1=O
    -5.2	-10.5	-8.0
Cc1cccc(CS(=O)(=O)c2ncc(CNCCN(C)C)n2C2CCCCC2)c1
    12.6	-2.4	.
CN1CCN(c2cc(Oc3cccc(F)c3)ncn2)CC1
    -0.8	-4.2	-8.4
CCOc1ccc(NC(=O)CSc2nc(=O)n(CCO)c3c2CCCC3)cc1
    -9.1	-5.1	-8.1
CN1CCN(c2cc(Cl)nc(SCC(=O)O)n2)CC1
    -4.4	-5.8	-6.7
CCN(CC)CCNc1nc2ccc(Cl)cc2[nH]1
    6.0	-4.6	.
CCSc1nnc(NC(=O)c2ccc(C)c(C)c2)s1
    -2.2	-1.8	-5.8
CC(c1ccccc1)N1C(=O)C(=Cc2c(NCCCO)nc3ccccn3c2=O)SC1=S (stereo unspecified)
    -1.9	-1.9	-4.7
Cc1cc(N2CCCC2)n2nc(CN3CCN(C4CCCCC4)CC3)nc2n1
    .	5.4	0.1
CN(Cc1cnc(-c2ccccn2)nc1)Cc1cccc2ncccc12
    -5.8	-5.1	-6.8
COCCNC(=O)c1cc2c(s1)CS(=O)(=O)C2
    7.1	-4.4	-3.5
O=C(c1cncs1)N1CC(=O)N(C2CCCCC2)CC(OCc2ccccc2)C1 (stereo unspecified)
    8.0	-1.9	-15.1
Cc1noc(C)c1CN(C)C(=O)Cc1cccs1
    -12.6	-9.6	.
COc1cc(/C=C2\SC(=S)N(C(Cc3ccccc3)C(=O)O)C2=O)ccc1O (stereo unspecified)
    4.5	-5.7	-1.9
COc1ccccc1NC(=O)C(C)Nc1ccc(-n2cnnn2)cc1 (stereo unspecified)
    9.7	-11.0	.
C=CCNC(=O)C(C)SCc1ccn(-c2ccccc2)n1 (stereo unspecified)
    0.4	-8.7	.
O=C(CCc1c(-c2ccc(F)cc2)[nH]c2ccccc12)N1CCCC1
    14.2	-11.8	.

Following part
Value order: NPYLR7 agonist	hcGAS inh	mcGAS lum
CCSc1nn(CC(=O)Nc2ccc(F)cc2)c(N)c1S(=O)(=O)c1ccc(C)cc1
    1.2	-6.4	-8.8
CC(C)(C)n1nc(C2CC2)cc1C(=O)Nc1cccc2cn[nH]c12
    -5.5	7.7	.
O=C(O)C(=O)CCc1cccs1
    1.2	-7.1	.
Clc1ccc2nnn(OCCOc3ccc(Br)cc3)c2c1
    -1.1	-6.8	.
CCN1CCC(CN(CC)C(=O)c2ccc(S(N)(=O)=O)cc2)C1 (stereo unspecified)
    .	0.2	-2.2
CCOC(=O)C1=C(O)/C(=C\c2cccc(F)c2O)SC1=Nc1cccc(OC)c1
    -6.3	0.1	0.1
O=C1CCCCC1Sc1nnc(Nc2ccccc2)s1 (stereo unspecified)
    1.0&3.4	-9.2&-6.1	-4.4
O=CNc1ncc(-c2nc3ccccc3[nH]2)s1
    -4.8	-5.3	-4.6
CCN1CCN(C2=C(c3c(C)[nH]n(-c4ccc(OC)cc4)c3=O)C(=O)N(c3ccccc3F)C2=O)CC1
    8.8	2.2	-3.6
CC(=O)N1CCCn2nc(C(=O)NCc3nc4ccccc4[nH]3)cc2C1
    -1.6	-0.3	.
Cc1cccc(C)c1NC(=O)Cn1c(-c2cccc(Cl)c2)csc1=O
    10.9	-6.8	-16.1
c1ccc(C2=NOC3C2C2C4C3C24)cc1 (stereo unspecified)
    4.2	-4.4	.
Cc1ccn2c(C(=O)N3C[C@@H]4C5CCC(CC5)[C@@H]4C3)c(C)nc2c1
    -1.4	-6.6	.
CC(NC(=O)c1cccc(Cl)c1Cl)C(=O)N(C)C1CCCC1 (stereo unspecified)
    -24.3	-1.4	.
c1ccc(CSc2cc(-c3ccccc3)c3ccccc3n2)cc1
    3.5	-2.2	.
CC1C(=O)N2CCCc3cc(NC(=O)C(=O)NC4CCCC4)cc1c32 (stereo unspecified)
    1.7	-5.6	.
O=C(Cc1ccc(N2CCNC2=O)cc1)NCCN1Cc2ccccc2OC(c2ccccc2F)C1 (stereo unspecified)
    16.4	-10.4	-10.5
COc1cc(CO)cc(-c2cc(CO)cc(OC)c2OC)c1OC
    9.7	-8.2	-4.5
O=C(CN1CN(c2ccccc2)C2(CCN(C(=O)Nc3cccc(Br)c3)CC2)C1=O)N1CCCC1
    17.7	-7.9	-5.9
CC(=NNC(=O)Cc1cccs1)c1ccc(Cl)cc1Cl
    -4.6	-5.8	-6.1

A portion from the list above:
Value order: NPYLR7 agonist	hcGAS inh	mcGAS lum
CCSc1nn(CC(=O)Nc2ccc(F)cc2)c(N)c1S(=O)(=O)c1ccc(C)cc1
    1.2	-6.4	-8.8
CC(C)(C)n1nc(C2CC2)cc1C(=O)Nc1cccc2cn[nH]c12
    -5.5	7.7	.
O=C(O)C(=O)CCc1cccs1
    1.2	-7.1	.
Clc1ccc2nnn(OCCOc3ccc(Br)cc3)c2c1
    -1.1	-6.8	.
CCN1CCC(CN(CC)C(=O)c2ccc(S(N)(=O)=O)cc2)C1 (stereo unspecified)
    .	0.2	-2.2
CCOC(=O)C1=C(O)/C(=C\c2cccc(F)c2O)SC1=Nc1cccc(OC)c1
    -6.3	0.1	0.1

Continued.
Value order: NPYLR7 agonist	hcGAS inh	mcGAS lum
COC(=O)c1cccc(NS(=O)(=O)c2ccc(Cl)s2)c1
    10.1	-5.5	.
O=C(NCCc1ccccc1Cl)c1ccc2c(=O)n(-c3ccccc3)c(=O)[nH]c2c1
    -10.2	0.8	.
CN1CCN(NC(=O)CN2C(=O)S/C(=C/c3ccc(Cl)cc3)C2=O)CC1
    -1.8	-9.2	.
CN1CCN(/C=C(\C#N)C(=O)NCc2ccccc2)CC1
    6.2	-5.0	.
Cc1cc(N2CCN(c3ccccc3F)CC2)nc(SCc2cccc(C(=O)N3CCOCC3)c2)n1
    -2.7	5.0	0.3
Cc1nc(C(F)(F)F)ccc1C(=O)N1CCC1(C)C(=O)NS(=O)(=O)Cc1cccc(Cl)c1 (stereo unspecified)
    3.4	-4.7	.
Cc1n[nH]c(C)c1CCC(=O)N1CCNC(=O)C1c1ccc(F)cc1 (stereo unspecified)
    -0.8	-2.3	-17.4
CCOC(=O)C1=C(C(=O)c2ccccc2)C(c2ccc(OC)cc2)NC(=O)N1C (stereo unspecified)
    -1.8	-7.2	.
CCCN(CC1CCCO1)c1ncnc2oc(C)nc12 (stereo unspecified)
    1.4	-8.4	.
O=C(N[C@@H]1CCCC[C@H]1c1ccccc1)c1cn(CCCc2ccccc2)nn1
    14.8	-8.9	-9.6
CC(Sc1nnc(C2CC2)n1C1CC1)C(=O)Nc1ccnn1C(C)C (stereo unspecified)
    0.0	-1.4	.
CCCCN1N=C(C)Cn2c1nc1c2c(=O)n(C)c(=O)n1C
    -5.8	3.0	.
C=CCN(CC(=O)N(Cc1ccc2c(c1)OCO2)Cc1sccc1C)C(=O)Cc1ccccc1
    .	-6.7	-4.9
[O-]/[N+](=C\c1ccco1)C/C(=N\O)c1cccs1
    -10.4	-1.9	.
CC(=O)Oc1c(C)cc(CNCc2ccccc2-n2ccnc2C)cc1C
    -2.0	-5.1	-12.8
CCOc1ccc(CN2C(=O)C3(SC(NC(C)=O)=NN3C(C)=O)c3ccccc32)cc1 (stereo unspecified)
    12.5	-8.7	-7.9
Cc1nn(C(C)C(=O)NC2CCC(C)CC2)c(=O)c2cc3sccc3n12 (stereo unspecified)
    8.2	-6.2	-3.7
CC(O)c1ccc(-c2ccc(C(N)=O)cc2)cc1 (stereo unspecified)
    9.6	-0.7	.
CSCc1noc(-c2cn(CCc3ccccc3)nn2)n1
    -6.1	-1.4	.
O=C(CNc1ccccc1SC(F)F)N1CCNC1=O
    1.0	-6.1	-3.9

Brought forward from above: two compounds, followed by the next part.
Value order: NPYLR7 agonist	hcGAS inh	mcGAS lum
CSCc1noc(-c2cn(CCc3ccccc3)nn2)n1
    -6.1	-1.4	.
O=C(CNc1ccccc1SC(F)F)N1CCNC1=O
    1.0	-6.1	-3.9
CCCCC(Sc1ccc2nnc(-c3cccnc3)n2n1)C(=O)O (stereo unspecified)
    1.2	0.9	0.3
CC1Cc2ccccc2N1C(=O)c1ccc(S(=O)(=O)NC2CC2)o1 (stereo unspecified)
    0.3	-10.0	.
Cc1nc2c(C)cccn2c(=O)c1NC(=O)c1ccc2c(c1)OCO2
    3.6	-14.9	.
O=C(c1ccc(F)cc1)N1CCCC(OCc2cccc(C(F)(F)F)c2)C1 (stereo unspecified)
    -3.1	-2.1	.
COc1ccc(-c2nc(SCc3nc(-c4cccs4)no3)n[nH]2)cc1
    -0.4	-7.7	.
Cc1ccc(-c2c(C)nn3c(NCCCn4ccnc4)cc(C)nc23)cc1
    5.1	-8.6	-7.8
COc1ccc(CCN(C)C(=O)c2ccc(C)c([N+](=O)[O-])c2)cc1OC
    -6.4	-5.3	-6.3
NC(=O)c1ccc(-n2cnnc2)cc1N1CCCC1
    0.7	-0.8	-16.5
CC(=O)Nc1ccc(Cl)c(C(=O)NCCSc2ncn[nH]2)c1
    28.4	-1.2	-15.0
COCCCNC(=O)c1cc(NC(=O)c2cccc(Br)c2)ccc1N1CCCCC1
    12.0	-9.3	-5.7
Cc1cccnc1CN1C[C@H]2OC(=O)N(CCc3cccc(Cl)c3)[C@H]2C1
    9.1	-8.2	-11.2
COC(=O)c1ccc(Cn2c(=O)n(CCc3ccc(OC)c(OC)c3)c(=O)c3ncccc32)o1
    3.0	-7.4	.
Fc1ccc(-c2csc3ncnc(N4CCN(C5CCCC5)CC4)c23)cc1
    9.7	-6.7	.
CN(CC(=O)NC(C)(C)C)C(=O)CSc1nc2ccccc2o1
    13.4	-3.7	.
Cc1ccc(Cc2nc(N3CCN(C(=O)NC4CCCCC4)CC3)c3c(-c4cccnc4)noc3n2)cc1
    9.0	-0.2	-4.5
CCC1CCCCN1Cc1cnc(S(=O)(=O)C(C)C)n1CCc1ccccc1 (stereo unspecified)
    2.7	-1.1	.
O=C(c1ccccc1-c1ncn[nH]1)N1CCC(CO)(Cc2ccccc2)CC1
    5.2	-2.4	.
Cc1ccccc1SCC(=O)N1CCC2(CC1)c1ccccc1[C@@H](N)[C@@H]2O
    12.2	-5.8	.
Cc1ccc(-n2c(Cc3ccccc3)nnc2SCc2ccc(Br)cc2)cc1
    .	-6.8	-10.4
COc1cc(C=C2C(=O)N(C)c3ccccc32)ccc1O
    -0.4	-8.6	-5.7

The listing continues.
Value order: NPYLR7 agonist	hcGAS inh	mcGAS lum
C=CCCC(O)CN(CC)CC(=O)N1CCc2sccc2C1COc1ccccc1OC (stereo unspecified)
    15.7	-4.5	-5.5
CN(Cc1nc2c(s1)CCCC2)C(=O)CC1C(=O)N(C)C(=O)N1C (stereo unspecified)
    .	-4.9	-10.0
Cc1cc2nc(-c3cccs3)cc(C(F)(F)F)n2n1
    5.1	-1.9	.
Cc1ccc(Cl)cc1NC(=O)CC(NCCCOC(C)C)C(=O)O (stereo unspecified)
    2.3	-4.4	-10.7
O=C(c1ccc(Cl)cc1)C1CCN(C(=O)NC2CCCCNC2=O)CC1 (stereo unspecified)
    0.0	-3.1	.
Cc1nc(NC2CCCCC2)c2sc3nc4c(cc3c2n1)COC(C)(C)C4
    14.6	-8.5	-3.1
COc1cccc(-n2c(=O)[nH]c3c(C(N)=O)nc(-c4ccco4)nc32)c1
    13.6	-10.7	.
C=CCNCc1cccc(Oc2ncccn2)c1
    -17.9	-2.5	.
CCc1sc(C(=O)NNC(=O)C(C)(C)C)cc1C
    13.7	-5.2	.
Cc1ccc(F)c(S(=O)(=O)Nc2cccc(-c3ccn[nH]3)c2)c1
    4.3	-5.3	.
CCCCC(CC)C(=O)N1CCC2(CC1)SCCN2C(=O)COc1ccc(Cl)cc1 (stereo unspecified)
    19.5	-3.5	-3.9
CCOC(=O)N1CCN(C(=O)CC2C(=O)NCCN2Cc2ccccc2C)CC1 (stereo unspecified)
    14.7	3.1	.
COCCN1CCN(C(=O)Cn2nnnc2CN(C)C(C)C)CC1
    7.9	-7.4	.
Cn1ccnc1C(NC(=O)Cc1ccc(Cl)c(Cl)c1)c1ccccc1F (stereo unspecified)
    1.3	5.2	-1.9
Cc1cccc(C(=O)N2C(C(=O)O)COC23CCN(C(=O)C2CC2)CC3)c1 (stereo unspecified)
    -9.4	-1.5	0.0
Cc1nc(SCc2cc(=O)n3ccsc3n2)nc(C)c1C
    3.7	-0.4	-2.9
CCn1c(C)c(C(C)=O)c2cc(OCC(O)CNC3CCCCC3)ccc21 (stereo unspecified)
    -3.6	-4.7	-5.0
O=C(Nc1nccs1)c1ccc(Br)cc1
    -4.2	-2.6	-4.2
Nc1cc(S(=O)(=O)N2CCOCC2)ccc1Cl
    2.1	-5.1	.
C#CCOCC(O)CN(Cc1ccco1)Cc1c(-c2ccccc2)nn(C)c1Oc1ccc(OC)cc1 (stereo unspecified)
    7.6	-2.1	-3.3
CC1CCN(C(=S)SCC(=O)Nc2nc3c(s2)CC(C)CC3)CC1 (stereo unspecified)
    .	-3.7	-5.5
O=C(NNC(=O)c1cccn(Cc2cccc(F)c2)c1=O)Nc1cccs1
    -0.7	-9.2	.
